procasp7 counter = counter-screen: procaspase-7 (human) activation | 0.093% of 330,000 active | recombinant procaspase-7, Ac-DEVD-pNA absorbance 405 nm; D23A/D198A/D206A triple mutant, cannot self-cleave; scale: DMSO 0, 5 µM enzyme 100 | P55210 | activation, % at 8.5 µM | AID 463210;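 active = percent activation above the screen-wide mean plus 3 SD, cut at about 25% in these data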
Target sequence (P55210 whole entry D23A/D198A/D206A): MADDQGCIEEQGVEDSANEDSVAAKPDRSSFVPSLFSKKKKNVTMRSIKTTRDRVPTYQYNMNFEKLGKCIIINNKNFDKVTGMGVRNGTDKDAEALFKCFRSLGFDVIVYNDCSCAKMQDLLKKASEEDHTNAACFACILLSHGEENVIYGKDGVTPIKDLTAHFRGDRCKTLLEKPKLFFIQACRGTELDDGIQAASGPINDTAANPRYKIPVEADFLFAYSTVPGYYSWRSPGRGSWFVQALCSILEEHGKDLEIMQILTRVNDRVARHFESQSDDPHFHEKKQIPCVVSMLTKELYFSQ
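Assay system – Uncleavable procaspase-7 mutant enzyme · Quantity – 2 µM procaspase-7 mutant as dispensed · Times – 1 h preincubation, 2 h reaction · Dosing – single nominal 8.5 µM compound dose, 0.8% DMSO final · Buffer or medium – Zinc-free 50 mM HEPES buffer, pH 7.4, with NaCl and Triton X-100 · Detection – Epi-absorbance of released pNA at 405 nm, two timepoints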
GRK2 aptamer HTS = blocks RNA aptamer binding to human GRK2. P25098. bead flow cytometry, FAM-aptamer displacement from GRK2. inhibition of aptamer binding, % at 10 µM. 0.59% of 330,000 active. AID 488847;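 active = inhibition of aptamer binding above 40%, roughly 3 SD of noise, on plates passing a quality check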;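 note: median bead fluorescence of bound FAM aptamer so fluorescent compounds give negative values; no value below 0 was filed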
Target sequence (P25098 whole entry, looked up): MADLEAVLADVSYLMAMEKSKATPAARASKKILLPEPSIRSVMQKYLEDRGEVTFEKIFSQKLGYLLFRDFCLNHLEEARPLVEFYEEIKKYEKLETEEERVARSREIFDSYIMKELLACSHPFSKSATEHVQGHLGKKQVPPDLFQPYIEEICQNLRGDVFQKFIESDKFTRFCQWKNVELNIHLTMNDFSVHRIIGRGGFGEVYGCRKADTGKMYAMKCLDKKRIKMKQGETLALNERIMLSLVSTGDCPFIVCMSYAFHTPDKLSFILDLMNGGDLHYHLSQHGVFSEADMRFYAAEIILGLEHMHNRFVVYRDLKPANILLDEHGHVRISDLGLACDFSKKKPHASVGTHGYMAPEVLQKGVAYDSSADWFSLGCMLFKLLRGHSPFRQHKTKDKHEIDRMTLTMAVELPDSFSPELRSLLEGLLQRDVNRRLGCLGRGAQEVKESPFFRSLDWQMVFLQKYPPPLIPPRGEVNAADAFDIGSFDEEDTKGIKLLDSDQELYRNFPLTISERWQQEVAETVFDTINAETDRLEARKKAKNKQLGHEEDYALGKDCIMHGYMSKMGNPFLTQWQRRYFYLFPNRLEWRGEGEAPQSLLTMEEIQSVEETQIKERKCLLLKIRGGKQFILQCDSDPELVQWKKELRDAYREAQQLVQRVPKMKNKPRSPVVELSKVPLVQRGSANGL
core dimer inh = HCV core protein dimerization inhibition; 0.33% of 300,000 active; TR-FRET GST/Flag-core106 dimerization, 1536-well; AID 1899; inhibition, % at 5 µM;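 active = inhibition above the mean of all tested compounds plus 3 SD, set per screening campaign, cut at about 45% in these data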
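Assay system: Tagged HCV core106 pair (GST and Flag) | Buffer or medium: KF-containing HEPES buffer, pH 7.45, DTT, CHAPS, BSA | Also added: Eu donor and XL665 acceptor anti-tag antibodies | Dosing: One concentration, 5 µM, in 0.5% DMSO | Timing: 4 h at 22.5 °C | Technique: TR-FRET 671 and 617 nm emission | Repeats: Singlicate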
proCasp3 act = activators of human procaspase-3 | activation, % at 8.5 µM | P42574 | recombinant procaspase-3 D3A, Ac-DEVD-pNA absorbance 405 nm | AID 463141 | 0.11% of 330,000 active;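 active = activation above the mean of all tested compounds plus 3 SD, cut at about 21% in these data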;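 note: 0% = DMSO alone and 100% = DMSO wells spiked with extra 5 µM PC-3 D3A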
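Compound: 8.5 µM single point, 0.8% DMSO / Material: Autoprocessing-dead procaspase-3 D3A mutant enzyme / Timing: 1 h preincubation plus 2 h reaction at 25 °C / Medium: Zinc-free HEPES/NaCl buffer with 0.01% Triton X-100 at pH 7.4 / Technique: 405 nm absorbance of p-nitroaniline, reads at 0 and 120 min / Repeats: one well per compound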
JMJD2C inh = inhibitors of human GASC-1 (JMJD2C) demethylase. Q9H3R0. GST-JMJD2C(1-420) H3K9me3 demethylation, DELFIA europium. inhibition, % at 2.35 µM. 0.069% of 330,000 active;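 active = more than half of a compound's replicate wells show inhibition beyond 50%, single wells judged on their own value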;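 note: signal counts dimethyl H3K9 product captured on neutravidin plate; 0% = median of DMSO wells and 100% = 0.3 times that DMSO median; strong numbers were not always called active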
VLA-4 inh = inhibition in a human VLA-4 binding assay; P13612; VLA-4 expressing cells, ligand binding flow cytometry; inhibition, % (about 7 µM as worked out from the volumes in the protocol); 0.2% of 330,000 active; AID 2557; in the data active = inhibition above about 50%
PP1 inh = blocks human PP1-alpha phosphatase, a PP5 counter-screen | inhibition, % at 6.7 µM | P62136 | 0.9% of 320,000 active | purified PP1alpha, OMFP fluorescence | AID 2235;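 active = inhibition above the mean inhibition of all tested compounds plus 3 SD, computed separately for each screening campaign, cut at about 15% in these data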
PP5 inh = PP5 (human) phosphatase inhibition. AID 1987. purified PP5c, OMFP substrate fluorescence. inhibition, % at 6.7 µM. 0.18% of 320,000 active. P53041;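 active = inhibition above the campaign's mean inhibition across all tested compounds plus 3 SD, cut at about 9.5% in these data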;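 note: 0% = DMSO only and 100% = 100 µM cantharidin control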
CTSL1 counter = cathepsin L1 inhibition, PFM18AAP counter-screen; recombinant F. hepatica cathepsin L1, Z-Leu-Arg-MCA fluorescence; inhibition, % at 5.96 µM; 0.49% of 300,000 active;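 active = inhibition above the mean of all tested compounds plus 3 SD, set per screening campaign, cut at about 17% in these data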;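 note: 0% = plate median of test compound wells and 100% = 1 µM Z-Phe-Ala-diazomethylketone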
Starred values were filed as active, the others as inactive; i = inactive; . = not tested or not shown; & = joins results of further samples.

entry	Structure	VLA-4 inh	proCasp3 act	PP1 inh	PP5 inh	GRK2 aptamer HTS	JMJD2C inh	CTSL1 counter	procasp7 counter	core dimer inh
1	Nc1ccc(C(=O)N2CCN(S(=O)(=O)c3ccc(Cl)cc3)CC2)cc1[N+](=O)[O-]	1	13	-4	1.2	1	-19	2	-1	3
2	CC(CN1CCC(O)CC1)c1ccccc1 (centres undefined)	17	1	2	-0.6	0	4	-2	5	4
3	CNc1nc(NCCOC23CC4CC(CC(C4)C2)C3)nc(OCC(F)(F)F)n1	2	-7	-3	3.2	0	15	5	0	3
4	c1ccc(CN(Cc2ccccc2)Cc2nnc(-c3cc4ccccc4[nH]3)s2)cc1	-8	4	.	.	0	2	.	11	.
5	COc1cc(OC)c(NC(=O)C2CCCO2)cc1Cl (centres undefined)	-22	3	1	-1.7	0	-3	2	9	-11
6	CCS(=O)(=O)N1CCN(c2cnn(-c3ccccc3)c(=O)c2Cl)CC1	12	4	-3	2.6	1	1	-4	10	-1
7	CC1(C)OC2OC(COC(=O)c3ccccc3)C3OC(C)(C)OC3C2O1 (centres undefined)	11	10	2	4.1	0	-1	1	8	-4
8	CS(=O)(=O)c1ccc(C(=O)NCC2(N3CCOCC3)CCCCC2)cc1	-2	9	.	.	0	7	.	8	.

Single records, from the list above:
c1ccc(CN(Cc2ccccc2)Cc2nnc(-c3cc4ccccc4[nH]3)s2)cc1 is listed as VLA-4 inh: -8; proCasp3 act: 4; PP1 inh: .; PP5 inh: .; GRK2 aptamer HTS: 0; JMJD2C inh: 2; CTSL1 counter: .; procasp7 counter: 11; core dimer inh: .
CCS(=O)(=O)N1CCN(c2cnn(-c3ccccc3)c(=O)c2Cl)CC1 is listed as VLA-4 inh: 12; proCasp3 act: 4; PP1 inh: -3; PP5 inh: 2.6; GRK2 aptamer HTS: 1; JMJD2C inh: 1; CTSL1 counter: -4; procasp7 counter: 10; core dimer inh: -1

Carrying on:
entry	Structure	VLA-4 inh	proCasp3 act	PP1 inh	PP5 inh	GRK2 aptamer HTS	JMJD2C inh	CTSL1 counter	procasp7 counter	core dimer inh
9	O=C(CCc1nc2ccccc2[nH]1)Nc1ccc2c(c1)OCO2	9	-10	0	1.8	1	-10	-1	5	26
10	Cc1ccc2nc(Nc3ccccc3)c(/C=N/O)c(=O)n2c1	1	3	5	0.5	1	-23&4	-1	-6	-2
11	Cc1ccc(S(=O)(=O)Nc2ccccc2CNc2ccccn2)cc1	17	-2	0	6.7	0	7	-4	-1	-3
12	COc1cccc(-n2nnc3c(=O)n(CC(=O)Nc4ccccc4C)cnc32)c1	-1	10	4	2.3	0	-4	0	-4	-2
13	CC(=O)Nc1ccc(NC(=O)CSc2ncnn2-c2ccccc2)cc1	4	-3	-1	1.0	0	40	-1	9	-11
14	CCCOc1ccc(N2C(=O)CC(N(CCC)C(=O)CCC(=O)O)C2=O)cc1 (centres undefined)	15	-7	-4	3.3	0	0	-1	10	-3
15	CNC(=O)C(=O)Nc1nc(C23CC4CC(CC(C4)C2)C3)cs1	1	2	11	0.9	4	-26	-4	-7	8
16	CSc1cccc(NC(=S)NC(=O)CCc2ccccc2)c1	-17	4	5	5.7	0	13	-2	-4	-2

Compounds shown so far containing an aryl thioether with sulfur outside any ring (2):
entry	Structure	VLA-4 inh	proCasp3 act	PP1 inh	PP5 inh	GRK2 aptamer HTS	JMJD2C inh	CTSL1 counter	procasp7 counter	core dimer inh
13	CC(=O)Nc1ccc(NC(=O)CSc2ncnn2-c2ccccc2)cc1	4	-3	-1	1.0	0	40	-1	9	-11
16	CSc1cccc(NC(=S)NC(=O)CCc2ccccc2)c1	-17	4	5	5.7	0	13	-2	-4	-2

Additional compounds
entry	Structure	VLA-4 inh	proCasp3 act	PP1 inh	PP5 inh	GRK2 aptamer HTS	JMJD2C inh	CTSL1 counter	procasp7 counter	core dimer inh
17	CC[C@]12c3[nH]c4ccccc4c3CCN1C(=O)C(CC(=O)NCCN1CCOCC1)C[C@@H]2C(=O)N1CCN(C(=O)C2CC2)CC1 (some centres undefined)	32	9	.	.	0	-1	.	2	.
18	CCCCc1ccc(NS(=O)(=O)c2cccs2)cc1	7	-1	-2	0.9	0	4	4	12	8
19	CC(=O)N(c1ccccc1C)S(=O)(=O)c1ccc(Cl)cc1	15	9	-3	-1.4	0	54	3	-4	-8
20	Cc1cc(C)nc(N2CCCC(C(=O)NCc3ccc4c(c3)OCO4)C2)n1 (centres undefined)	2	-4	0	-2.6	1	-18	-6	-11	4
21	CCCSc1nnc(-c2cccc(S(=O)(=O)N(C)C)c2)n1-c1cc(OC)ccc1OC	14	13	-4	-0.7	2	13	0	0	0
22	NC(=O)c1ccc(N2CCCCC2)c(N2C(=O)C3C4C=CC(C4)C3C2=O)c1 (centres undefined)	8	7	-1	0.2	2	0	1	3	4
23	COc1ccc(NC(=O)CSc2nc3c(c(=O)n2C)SCC3)cc1OC	1	-3	-2	4.2	1	7	2	-3	-4
24	Cc1cc(C)c([N+](=O)[O-])cc1-c1ccc(/C=N/c2c(-c3ccco3)nc3ccccn23)o1	-270	-1	1	0.8	0	1	4	-11	1

3 entries already listed, arranged by the value under GRK2 aptamer HTS, largest number first.
| no. | SMILES | GRK2 aptamer HTS |
| --- | --- | --- |
| 22 | NC(=O)c1ccc(N2CCCCC2)c(N2C(=O)C3C4C=CC(C4)C3C2=O)c1 (centres undefined) | 2 |
| 23 | COc1ccc(NC(=O)CSc2nc3c(c(=O)n2C)SCC3)cc1OC | 1 |
| 19 | CC(=O)N(c1ccccc1C)S(=O)(=O)c1ccc(Cl)cc1 | 0 |

Other structures
entry	Structure	VLA-4 inh	proCasp3 act	PP1 inh	PP5 inh	GRK2 aptamer HTS	JMJD2C inh	CTSL1 counter	procasp7 counter	core dimer inh
25	CCOC(=O)c1ccc(NC(=O)c2cc3c(C)nn(-c4ccccc4Cl)c3s2)s1	26	-3	0	0.8	1	3	-3	4	3
26	COc1ccc(S(=O)(=O)N2CCN(C(=O)Cc3cccs3)CC2)cc1	2	2	-6	1.1	3	45	3	4	-8
27	O=C1c2ccccc2C(Nc2ccc3c(c2)OCO3)N1Cc1ccco1 (centres undefined)	-15	-10	-1	1.4	1	3	0	-3	18
28	CCOC(=O)C(CCCOc1cccc(CC)c1)C(=O)OCC	2	14	4	3.1	3	2	0	11	4
29	O=C(COc1ccccc1Br)NC1CC1	-20	1	-8	2.9	1	12	4	6	-4
30	CCC(=O)N1CCC(NC(=O)Nc2ccc(OC(F)(F)F)cc2)CC1	0	1	3	3.0	1	-4	.	8	.
31	Cc1c(C)c2ccc(OC(C)C(=O)N3CC[C@@]4(O)CCCC[C@H]4C3)cc2oc1=O (some centres undefined)	10	1	-5	-3.4	0	2	1	9	2
32	CCOC(=O)CSc1nc(C)cc(Oc2ccc(=O)n(C)n2)n1	-8	12	2	3.0	0	10	-6	-15	7

(list continues)
entry	Structure	VLA-4 inh	proCasp3 act	PP1 inh	PP5 inh	GRK2 aptamer HTS	JMJD2C inh	CTSL1 counter	procasp7 counter	core dimer inh
33	CCCCn1c(O)c(/C=C/C=C/C=Nc2ccccc2)sc1=S	i	-12	5	-1.4	1	2	-3	-10	63*
34	Cc1ccc2c(Cl)cc(Cl)c(OCC(=O)Nc3ccc(C)c(S(=O)(=O)N(C)C)c3)c2n1	8	3	1	1.9	2	8	0	3	14
35	COc1ccc(C(=O)COC(=O)CCC(=O)Nc2ccc(C(C)=O)cc2)cc1	-9	-2	-7	1.6	0	2	-12	2	8
36	Cc1ccc(N(Cc2ccccc2)C(=O)c2cc(S(=O)(=O)N3CCOCC3)ccc2Cl)cc1	1	2	-2	3.9	0	8	2	-6	9
37	Cc1ccc(C(C)C)c(OCC(=O)OCC(=O)NC2CCS(=O)(=O)C2)c1 (centres undefined)	-3	1	-4	-0.5	3	2	-22	3	-2
38	CC12CCC(C/C1=N\N=C1\NC(=O)/C(=C\c3ccc(Cl)cc3)S1)C2(C)C (centres undefined)	10	-4	2	5.2	0	11	3	-5	17
39	COC(=O)c1[nH]c2ccc(C)cc2c1NC(=O)Nc1ccc(OC)cc1	10	-5	5	-1.3	1	-3	0	-8	1
40	COc1ccc(OC)c(C(=O)C2COC(=O)C2)c1 (centres undefined)	5	-3	-2	1.6	0	1	6	-1	1

Later entries:
entry	Structure	VLA-4 inh	proCasp3 act	PP1 inh	PP5 inh	GRK2 aptamer HTS	JMJD2C inh	CTSL1 counter	procasp7 counter	core dimer inh
41	CC(NC(=O)c1ccccc1NC(=O)CSc1nnnn1C)c1ccccc1 (centres undefined)	17	1	-2	0.4	1	7	-5	11	-3
42	O=C(NCc1cccs1)c1cnc2sccn2c1=O	26	2	1	-3.0	1	2	1	-5	-6
43	O=C(CN1C(=O)NC2(CCCC2)C1=O)N1CCN(S(=O)(=O)c2ccc(Cl)c(C(F)(F)F)c2)CC1	3	-5	-1	0.1	2	-2	-1	-2	1
44	O=C(COC(=O)c1cc(=O)[nH]c(=O)[nH]1)NCc1ccccc1	27	4	0	-0.7	1	-2	0	-11	-6
45	O=C(CCc1cccc(Cl)c1)NC1CCCN(Cc2ccccc2F)C1 (centres undefined)	4	2	-1	0.4	0	0	-2	8	1
46	N/C(=N\OC(=O)Nc1ccc(Cl)c(Cl)c1)c1ncc(C(F)(F)F)cc1Cl	0	4	-6	3.4	0	-1	-6	13	-2

High-throughput results deposited in PubChem by several laboratories.
